Compound activity from PubChem BioAssay.
FBPA Giardia inh = blocks Giardia fructose-bisphosphate aldolase activity | A8B2U2 | purified Giardia FBPA | Potency, µM (top dose mostly 59.6 µM), for the others: top-dose activity, negative = inhibition, hits mostly inhibitors | actives 0.71% (n = 290,000); note: potency is the fitted concentration of half-maximal effect; nearly all actives have a fitted effect of over 55% in size
Target sequence (A8B2U2 whole entry, looked up): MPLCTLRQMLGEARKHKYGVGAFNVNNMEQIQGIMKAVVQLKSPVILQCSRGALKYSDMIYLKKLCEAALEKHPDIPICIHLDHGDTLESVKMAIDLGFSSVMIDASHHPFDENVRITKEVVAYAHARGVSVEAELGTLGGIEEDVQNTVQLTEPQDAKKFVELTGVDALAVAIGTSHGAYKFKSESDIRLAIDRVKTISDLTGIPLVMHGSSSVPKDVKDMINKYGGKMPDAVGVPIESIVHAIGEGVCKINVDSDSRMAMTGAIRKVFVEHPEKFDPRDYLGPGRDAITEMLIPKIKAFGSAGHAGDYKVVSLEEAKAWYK
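Giardia FBPA (40 nM reagent) was preincubated 10 min at RT with compound (up to 57.5 uM final), then substrate plus GAPDH/TPI/NAD/arsenate coupling system with diaphorase/resazurin was added; resorufin fluorescence (525/598 nm) was read after 20 min.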
Sm TGR block = S. mansoni TGR enzyme inhibition; Q962Y6; purified TGR, DTNB reduction, TNB absorbance 405 nm; Potency, µM (titrated, usually from 114 µM), inactives show at the highest dose activity change, negative = inhibition, actives largely listed as inhibitors; actives 3% (n = 360,000); note: potency is the fitted concentration of half-maximal effect; nearly all actives have a fitted effect of over 60% in size
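Kinetic colorimetric format: TGR-catalysed, NADPH-driven DTNB reduction monitored via TNB absorbance. Enzyme dispensed at 20 nM; compound exposure 15 min at room temperature before reaction start.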
AmpC detergent = blocks E. coli AmpC beta-lactamase in detergent assay; P00811; AmpC hydrolysis of nitrocefin, absorbance 480 nm, 0.01% Triton; Potency, µM (series often up to 114 µM), for the others: top-dose activity change, negative = inhibition, actives largely listed as inhibitors; actives 0.041% (n = 370,000);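 note: potency is the fitted concentration of half-maximal effect; 0% = no-compound wells and -100% = no-enzyme wells; nearly all actives have a fitted effect of over 25% in size; some results filed as inactive show a strong effect at the top dose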
Target sequence (P00811 whole entry, looked up): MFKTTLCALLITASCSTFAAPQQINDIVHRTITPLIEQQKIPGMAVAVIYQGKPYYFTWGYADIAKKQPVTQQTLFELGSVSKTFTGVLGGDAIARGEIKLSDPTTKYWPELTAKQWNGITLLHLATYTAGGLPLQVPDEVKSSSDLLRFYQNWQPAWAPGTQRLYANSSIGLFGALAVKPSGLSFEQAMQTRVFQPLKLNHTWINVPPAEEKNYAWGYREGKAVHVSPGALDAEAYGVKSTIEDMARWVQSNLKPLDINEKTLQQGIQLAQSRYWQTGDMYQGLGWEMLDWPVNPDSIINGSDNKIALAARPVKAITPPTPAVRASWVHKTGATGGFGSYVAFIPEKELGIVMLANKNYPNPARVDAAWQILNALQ
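AmpC (5.3 nM in the dispensed reagent) in 20 mM phosphate pH 7.0 with 0.01% (detergent screen) or 0.0001% Triton X-100 was preincubated with compounds for 15 min at room temperature. Nitrocefin was then added from an 800 uM solution, and hydrolysis was followed at 480 nm.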
HCMV antiviral = inhibitors of human cytomegalovirus; HFF cells, HCMV-luciferase reporter, 72 h; hits give low values; activity change, negative = inhibition, % at 57.5 µM; actives 4.5% (n = 410,000); AID 1259415; in the data active = activity change below about -60%; inconclusive = no clear call, values can overlap the other calls; inactive = above about -39%
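Steps: HFFs plated, 16 h 37C; compounds added; HCMV-luciferase added to MOI 1 PFU/cell; 72 h 37C; OneGlo reagent, 5 min room temperature; luminescence read, normalized to controls.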
HCV inh = inhibitors of hepatitis C virus infection. actives 3.4% (n = 340,000). Huh7.5.1 HCVcc-Cre infection, luciferase reporter, 44 h. AID 651820. Potency, µM (titrated, usually from 41.8 µM), for inactives: at the top dose activity change, negative = inhibition, most hits filed as inhibitors; note: potency is the fitted concentration of half-maximal effect
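Compounds are dispensed onto cells plated 4 h earlier at 1,000 per well, with HCVcc-Cre virus (about 0.5 moi) added next. Following 44 h of culture, luminescent signal is measured for 15 sec after 15 min with substrate at room temperature.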
AMA1 RON2 block = disrupts binding of P. falciparum AMA1 to RON2; actives 0.2% (n = 360,000); Potency, µM (top dose mostly 58.2 µM), for the others: top-dose activity change, negative = inhibition, most hits filed as inhibitors; AlphaScreen AMA1-biotinylated RON2 peptide binding;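 note: potency is the fitted concentration of half-maximal effect; 0% = vehicle wells and -100% = peptide control; nearly all actives have a fitted effect of over 45% in size; some results filed as inactive show a strong effect at the top dose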
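AMA1 (3D7) with his tag at 25 nM final met compounds first, then biotinylated RON2 peptide at 25 nM; detection used donor plus acceptor beads, 10 µg/mL apiece, read by AlphaScreen after 30 min at room temperature.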
* marks the source's active call; other numbers are inactive results; & = joins results of further samples; [ ] = another dose, or the depositor's remark. Unless noted, calls come from the whole dose curve; as a rule, active = well fitted curve in the direction sought with a large enough effect; inconclusive = small, poorly fitted or top-dose-only effect, or another doubt; inactive = no such curve, though single readings can be large; an effect the other way counts as inactive or inconclusive. Unless noted, % is set by controls: 0 for no effect and ±100 for the full control effect.

Screening CCOc1ccc(Nc2nc3c(C)cccc3cc2C#N)cc1 returned FBPA Giardia inh -2.3%, Sm TGR block -23.4%, AmpC detergent -14.8%, HCMV antiviral 3.2, HCV inh inconclusive and AMA1 RON2 block -11.8%.
Screening COc1ccc(OC)c(NC(=O)CSc2nnc(CNc3ccc(F)cc3)o2)c1 returned FBPA Giardia inh -11.2%, Sm TGR block 4.2%, AmpC detergent -2.1%, HCMV antiviral 13.7, HCV inh 0.0% and AMA1 RON2 block -1.9%.
`O=C(NCCN1CCOCC1)c1cccc(Cl)c1` gave FBPA Giardia inh -19.3%, Sm TGR block -10.9%, AmpC detergent -2.3%, HCMV antiviral -16.9, HCV inh -4.1% and AMA1 RON2 block 5.2%.
Cc1cc(COc2ccccc2OCc2cc(C)no2)on1 was read as FBPA Giardia inh 2.4%, Sm TGR block 1.3%, AmpC detergent -14.8%, HCMV antiviral 9.4, HCV inh inconclusive and AMA1 RON2 block -1.0%.
`O=C(CCn1cnc2onc(-c3ccc(F)cc3)c2c1=O)N1CCN(c2ccc(F)cc2)CC1` gave Sm TGR block 8.4%, AmpC detergent 20.5% and HCMV antiviral -9.5.
For C/C=C(\C)C(=O)N[C@@H](c1ccccc1)[C@@H](O)C(=O)O[C@H]1C[C@@]2(O)[C@@H](OC(=O)c3ccccc3)C3[C@](C)(C(=O)[C@H](OC(C)=O)C(=C1C)C2(C)C)[C@@H](O)C[C@H]1OC[C@@]31OC(C)=O (some centres undefined) the results were FBPA Giardia inh 8.8%&-3.2%, Sm TGR block 4.4%, AmpC detergent -8.1%, HCMV antiviral inconclusive, HCV inh -29.2% and AMA1 RON2 block 0.0%.
For COC(=O)c1ccc(CNC(=O)c2ccc3c(c2)NC(=O)CS3)cc1 the results were Sm TGR block -0.3%, AmpC detergent -3.9%, HCMV antiviral 14.5, HCV inh -2.0% and AMA1 RON2 block -11.6%.
For O=C(Nc1ccccc1Cl)c1ccc2c(=O)n3c(nc2c1)CCC3 the results were Sm TGR block -3.3%, AmpC detergent 3.6%, HCMV antiviral 27.4, HCV inh -11.8% and AMA1 RON2 block -5.8%.
CC(=O)C1=C(c2ccccc2)OC(N)=C(C#N)C1c1ccccc1C (centres undefined) was read as FBPA Giardia inh -29.1%, Sm TGR block -3.0%, AmpC detergent 7.5%, HCMV antiviral -23.8, HCV inh 24.3% and AMA1 RON2 block 1.5%.
`CCC(=O)N1c2ccccc2CC1C(=O)NCCc1ccc(OC)c(OC)c1` (centres undefined) gave Sm TGR block -5.3%, AmpC detergent -8.0% and HCMV antiviral 14.2.
COCCCn1c(SCC(=O)Nc2ccccc2)nnc1-c1ccncc1 was read as FBPA Giardia inh -0.4%, Sm TGR block -12.5%, AmpC detergent -2.6%, HCMV antiviral -21.8, HCV inh 5.5% and AMA1 RON2 block 2.9%.
c1ccc(NC2=NCCN2CCCC2CCCCC2)cc1 was read as Sm TGR block -11.2%, AmpC detergent -3.7%, HCMV antiviral -22.3, HCV inh inconclusive and AMA1 RON2 block 1.0%.
Screening CCC(C)NC(=O)N1c2ccccc2Sc2ccccc21 (centres undefined) returned FBPA Giardia inh 1.1%, Sm TGR block -0.7%, AmpC detergent 0.9%, HCMV antiviral 3.5, HCV inh -6.8% and AMA1 RON2 block -17.3%.
`CCN(CC)CCN(C(=O)c1cc2ccccc2cc1OC)c1nc2ccc(OC)cc2s1` gave FBPA Giardia inh inconclusive, Sm TGR block 5.1%, AmpC detergent -12.8%, HCMV antiviral -25.7, HCV inh 11.2µM* and AMA1 RON2 block inconclusive.
COc1cc(C(=O)NCC(=O)OCc2cc(=O)oc3c(C)c(C)ccc23)cc(OC)c1OC was read as FBPA Giardia inh -0.6%, Sm TGR block -12.6%, AmpC detergent 7.1%, HCMV antiviral -11.6, HCV inh 5.3% and AMA1 RON2 block 6.4%.
For CC(=O)Nc1cccc(-n2nnc(SCC(=O)Nc3ccc(F)c(Cl)c3)n2)c1 the results were FBPA Giardia inh 9.1%, Sm TGR block -17.4%, AmpC detergent 4.7%, HCMV antiviral -4.2, HCV inh 0.9% and AMA1 RON2 block -6.2%.
`Fc1cc(F)nc(NCc2ccccc2)n1` gave FBPA Giardia inh 1.6%, Sm TGR block 7.4%, AmpC detergent 2.6%, HCMV antiviral 3.5, HCV inh 3.5% and AMA1 RON2 block 8.6%.
O=C(c1ccc(F)cc1)c1ccc(OCC(=O)N2CCOCC2)cc1 was read as HCMV antiviral -33.3, HCV inh 2.9% and AMA1 RON2 block 2.4%.
Screening CCC(=NC(CC)CO)C1=C(O)CC(C)(C)CC1=O (centres undefined) returned FBPA Giardia inh 1.7%, Sm TGR block -1.0%, AmpC detergent -11.2%, HCMV antiviral 30.4, HCV inh 16.6% and AMA1 RON2 block 38.9%[activator].
`COc1ccc(C(=O)COC(=O)c2sc(C)nc2C)cc1F` gave HCMV antiviral 5.0, HCV inh inconclusive and AMA1 RON2 block -24.4%.
COC(=O)c1nc(-c2ccc3c(n2)C(=O)C(N)=C(OC)C3=O)c(N)c(-c2ccc(OC)c(OC)c2O)c1C was read as FBPA Giardia inh 9.98µM*, Sm TGR block 1.2%, AmpC detergent 2.9%, HCMV antiviral inconclusive, HCV inh 2.24µM* and AMA1 RON2 block 59.3%[activator].
O=c1[nH]c(=S)n(-c2ccc(Cl)cc2)c(O)c1C=Nc1ccc(N2CCOCC2)cc1 was read as FBPA Giardia inh -12.3%, Sm TGR block 2.7%, AmpC detergent 1.6%, HCMV antiviral 19.1, HCV inh 12.6% and AMA1 RON2 block 55.9%[activator].
`Oc1ccc(/C=N/NC(=S)NCc2ccco2)cc1` gave FBPA Giardia inh 2.0%, Sm TGR block -25.0%, AmpC detergent -13.1%, HCMV antiviral -22.1, HCV inh -8.0% and AMA1 RON2 block 0.0%.
N#CC(=Cc1ccncc1)c1ccccc1 was read as HCMV antiviral -28.0, HCV inh inconclusive and AMA1 RON2 block 28.9%.
COC(=O)c1ccc(CNC(=O)N2CCN(S(=O)(=O)c3ccc(C)cc3)CC2)cc1 was read as FBPA Giardia inh 11.2%, Sm TGR block -1.5%, AmpC detergent -5.6%, HCMV antiviral -24.7, HCV inh -8.2% and AMA1 RON2 block -2.4%.
`COc1cc(C2c3cc4c(cc3C(O)C3COC(=O)C23)OCO4)cc(OC)c1OC` (centres undefined) gave HCMV antiviral -89.9*, HCV inh inconclusive and AMA1 RON2 block 6.2%.
For OC(CCNCCc1c[nH]c2ccccc12)C(F)(F)Cl (centres undefined) the results were FBPA Giardia inh 0.3%, Sm TGR block 3.6%, AmpC detergent 3.2%, HCMV antiviral -14.0, HCV inh 5.3% and AMA1 RON2 block 8.9%.
For Cc1ccnc(-n2c(-c3ccccc3)nc3ccccc3c2=O)c1 the results were FBPA Giardia inh -3.2%, Sm TGR block 3.8%, AmpC detergent 2.3%, HCMV antiviral 11.4, HCV inh 1.0% and AMA1 RON2 block 1.9%.
`CCN(CC)c1ccc(/C=N/Nc2nc3ccccc3[nH]2)cc1` gave FBPA Giardia inh inconclusive, Sm TGR block inconclusive, AmpC detergent 1.7%, HCV inh 12.6µM* and AMA1 RON2 block 12.4%.
`CCC1CCCCN1C(=O)CCC(=O)Nc1nnc(C(F)(F)F)s1` (centres undefined) gave FBPA Giardia inh -10.7%, Sm TGR block 1.2%, AmpC detergent -13.7%, HCMV antiviral 18.3, HCV inh 2.0% and AMA1 RON2 block 19.3%.
COc1ccc(N(C)C(=O)c2cc3c(Cl)nc4ccccc4c3s2)cc1 was read as FBPA Giardia inh 6.8%, Sm TGR block -1.4%, AmpC detergent -8.2%, HCMV antiviral 33.5, HCV inh -26.8% and AMA1 RON2 block 18.9%.
For COc1ccc(-c2nc3sc(CCNC(=O)Cc4ccccc4)c(C)n3n2)cc1 the results were Sm TGR block -8.4%, AmpC detergent -2.7% and HCMV antiviral -28.4.
CCc1ccc(N(CC(=O)NC(C)(C)C)C(=O)CCC(=O)Nc2ccccn2)cc1 was read as FBPA Giardia inh -2.9%, Sm TGR block 1.5%, AmpC detergent -12.5%, HCMV antiviral 2.5, HCV inh -10.1% and AMA1 RON2 block -3.0%.
For Cc1ccc(OC(=O)CN2C(=O)c3ccccc3C2=O)cc1C the results were FBPA Giardia inh 14.1%, Sm TGR block -3.9%, AmpC detergent 2.1%, HCMV antiviral -61.0*, HCV inh 5.4% and AMA1 RON2 block -0.1%.
`CCn1cc(C2=NOC(C(=O)Nc3ccc4c(c3)OCO4)C2)c(C)n1` (centres undefined) gave FBPA Giardia inh 7.7%[12.9 µM], Sm TGR block 12.9%, AmpC detergent -11.2%, HCMV antiviral -37.0, HCV inh inconclusive and AMA1 RON2 block -8.2%.
For CCN(CC)C(=O)c1c(NC(=O)c2ccccc2F)sc2c1CCC(C(C)(C)C)C2 (centres undefined) the results were Sm TGR block 1.3%, AmpC detergent -0.9% and HCMV antiviral -25.8.
Screening CCOc1ccc(S(=O)(=O)NCCC(=O)N2CCN(c3ncccn3)CC2)cc1 returned Sm TGR block -1.3%, AmpC detergent inconclusive, HCMV antiviral -25.4, HCV inh 14.5% and AMA1 RON2 block 2.5%.
Screening COc1ccccc1NC(=O)c1ccc(SCC(=O)NCc2ccccc2Cl)c([N+](=O)[O-])c1 returned FBPA Giardia inh 2.0%, Sm TGR block -12.4%, AmpC detergent -13.4%, HCMV antiviral -4.5, HCV inh inconclusive and AMA1 RON2 block 3.2%.
Screening O=C(O)CC(NC(=O)C(c1ccccc1)c1ccccc1)c1cccc([N+](=O)[O-])c1 (centres undefined) returned FBPA Giardia inh 13.7%, Sm TGR block 6.6%, AmpC detergent -13.5%, HCMV antiviral 9.1, HCV inh 15.5% and AMA1 RON2 block -6.3%.
For Cc1noc(C(=O)Nc2cccnc2Cl)c1Cl the results were FBPA Giardia inh 5.9%, Sm TGR block 7.4%, AmpC detergent 2.4%, HCMV antiviral 62.0, HCV inh -8.0% and AMA1 RON2 block 0.3%.
`COc1ccc(N(C(=O)Cn2nnc3ccccc32)C(C(=O)NCc2ccco2)c2ccc(C)o2)cc1` (centres undefined) gave FBPA Giardia inh -0.8%, Sm TGR block inconclusive, AmpC detergent inconclusive, HCMV antiviral -22.3, HCV inh 1.2% and AMA1 RON2 block -1.6%.
O=C(OCC(=O)N1CCOCC1)c1ccc2ccccc2c1O was read as Sm TGR block -31.6%, AmpC detergent 6.0%, HCMV antiviral 84.5, HCV inh 10.8% and AMA1 RON2 block 5.4%.
Screening C/C(=N/NC(=O)C(C)n1nc(C)c([N+](=O)[O-])c1C)c1ccc(OCC(N)=O)cc1 (centres undefined) returned FBPA Giardia inh -1.1%, Sm TGR block 10.7%, AmpC detergent 4.4%, HCMV antiviral 0.7, HCV inh -16.4% and AMA1 RON2 block 22.1%.

Already shown: entries from further up.
`CCN(CC)c1ccc(/C=N/Nc2nc3ccccc3[nH]2)cc1` gave FBPA Giardia inh inconclusive, Sm TGR block inconclusive, AmpC detergent 1.7%, HCV inh 12.6µM* and AMA1 RON2 block 12.4%.
`CCC1CCCCN1C(=O)CCC(=O)Nc1nnc(C(F)(F)F)s1` (centres undefined) gave FBPA Giardia inh -10.7%, Sm TGR block 1.2%, AmpC detergent -13.7%, HCMV antiviral 18.3, HCV inh 2.0% and AMA1 RON2 block 19.3%.
